Compound activity as filed in PubChem.
NCI-60 one-dose screen, 48 h, at 10 µM unless noted. Numbers give growth in % (100 = growth as untreated, 0 = no growth, -100 = all killed).
OVCAR-3 = OVCAR-3 ovarian cancer | actives 7% (n = 79,000)
A498 = A498 renal cancer cells | actives 5.4% (n = 76,000)
ACHN = ACHN renal cancer; actives 4.9% (n = 81,000); AID 1794771
RXF 393 = RXF 393 renal cancer cells | actives 6.9% (n = 77,000) | AID 1794773
OVCAR-5 = OVCAR-5 ovarian cancer. actives 2.9% (n = 82,000). AID 1794783
CAKI-1 = CAKI-1 renal cancer | AID 1794772 | actives 4.7% (n = 75,000)
OVCAR-4 = OVCAR-4 ovarian cancer cells | actives 3.7% (n = 80,000) | AID 1794784
OVCAR-8 = OVCAR-8 ovarian cancer; actives 4.4% (n = 81,000); AID 1794782
The depositor's hits bear a star; · = not tested or not shown; & = joins results of further samples. How the source made its calls: active means growth percent below 10; inactive means the rest.

smiles	OVCAR-3	A498	ACHN	RXF 393	OVCAR-5	CAKI-1	OVCAR-4	OVCAR-8
COc1ccc(C2c3c(c4ccccc4[nH]c3=O)Oc3ncn4nc(-c5ccco5)nc4c32)cc1 (stereo not drawn)	108	111	102	106	97	90	116	105
COc1ccc2c(c1)CC/C(=C\c1cnccc1OC)C2=O	101	100	104	108	106	87	87	95
O=C(CSc1nc2sc3c(c2c(=O)n1-c1ccc(Cl)cc1)CCCC3)NNC(=O)c1ccc(F)cc1	119	121	86	90	74	73	84	35
O=C(Nc1ccc(-n2cnc3cc(-c4ccc(O)cc4)ccc32)cc1)c1ccccc1	89	·	74	91	96	90	74	63
O=C1/C(=C\c2ccco2)SC(=S)N1CCc1ccc(O)cc1	105	97	96	98	103	83	90	102
Cc1ccc(-c2nc(C#N)c(S(=O)(=O)N(C)CCO)o2)cc1	42	114	61	107	92	·	105	67
CCCCCCC(C)N1C(=O)c2ccccc2C1=O (stereo not drawn)	99	86	102	111	93	98	104	113
CN1CCN(Cc2ccc(NC(=O)c3cncc(C#Cc4cnc5ccc(OCC(F)F)nn45)c3)cc2C(F)(F)F)CC1	·	-92*	-98*	-81*	-47*	-96*	-63*	-75*
O=C(COc1ccc(NC(=O)Nc2ccc(Cl)c(Cl)c2)cc1)N=Nc1c(O)[nH]c2ccc([N+](=O)[O-])cc12	57	98	78	75	74	72	75	78
FC(F)(F)c1ccc(/C=N/NC(=S)Nc2ccccc2)cc1	111	118	104	114	112	98	105	104
CCN(CC)CCOC(=O)c1cc(OC)c(OC)cc1OC	116	92	107	101	91	92	98	105
CCN1CC(C)(C)N(C(=O)c2ccccc2)CC1(C)C	110	·	102	118	101	99	·	104
COC(=O)[C@H](CSC)N(C)C(=O)[C@@H]1CSSC[C@@H](NC(=O)c2nc3ccccc3cc2O)C(=O)NCC(=O)N1C	58	102	88	101	128	104	103	90
CCN(CCNc1ccc(C)c2sc3cc(Cl)ccc3c(=O)c12)CC(C)O (stereo not drawn)	61	51	45	-39*	80	44	77	58
COc1ccc2nc(NCc3ccccc3)c3sc4ccc(F)cc4c(=O)c3c2c1	99	69	72	111	84	64	81	95
CC(=O)c1ccc2c3ccccc3n(C(C)=O)c2c1	122	86	95	84	83	79	103	97
C#C[C@]1(O)CC[C@H]2[C@@H]3CC=C4c5sc(Nc6cc(F)ccc6F)nc5CC[C@]4(C)[C@H]3CC[C@@]21C	-23*	-13*	-68*	-58*	2.9*	-32*	23	18
O=c1[nH]c(N2CCc3ccccc3C2)nc2scc(-c3ccccc3)c12	114	90	106	101	103	·	98	104
N#CCCCC(CCCC#N)(c1ccccc1)c1ccccc1	110	102	94	108	94	92	104	100
C/C=C(\C)C(C(=O)NC1CCCCC1)N(C(=O)C1CCc2cc(F)ccc2O1)c1ccc(Br)c(C(F)(F)F)c1 (stereo not drawn)	89	111	92	97	94	66	78	89
COC(=O)c1ccc(C(=O)OC)c(O)c1	111	94	108	111	100	112	106	109
O=C(O)c1ccc(C(=O)O)c(C(=O)c2ccc(NC(=O)c3ccccc3)cc2)c1	113	75	114	118	100	100	102	102
COc1ccc(N=c2nc3sc4c(C)ccc(C)c4n3c(N)c2C#N)cc1	99	103	96	123	99	88	96	116
N#Cc1cc(-c2cc3ccccc3o2)oc1N	-7.7*	·	1.4*	·	21	-10*	21	4.9*
C[N+]1(Cc2csc(-c3ccc(Cl)cc3)n2)CCCC1	94	92	107	104	110	95	96	97
COc1ccc(-c2ccc(NNC(=O)c3ccc(Br)cc3)nn2)cc1OC	115	76	100	·	93	92	91	98
Cc1cc2nc3c4ccccc4nc-3n(CCN(C)C)c2cc1C	99	89	73	·	92	63	88	97
CC1(C)O[C@@H]2C[C@H]3[C@@H]4CC=C5C[C@@H](O)CC[C@]5(C)[C@H]4CC[C@]3(C)[C@]2(C(=O)CO)O1	117	92	103	110	105	107	100	100
CS(=O)(=O)N1CCC(Nc2nccc(O[C@H]3CO[C@H]4[C@@H]3OC[C@@H]4OCc3ccccc3)n2)CC1	118	93	104	·	102	91	97	101
S=c1c2ncccc2c(-c2ccccn2)nn1Cc1ccccn1	115	134	104	114	111	92	97	106

Gathered by group: the compounds so far containing an aryl methoxy group.
smiles	OVCAR-3	A498	ACHN	RXF 393	OVCAR-5	CAKI-1	OVCAR-4	OVCAR-8
COc1ccc(C2c3c(c4ccccc4[nH]c3=O)Oc3ncn4nc(-c5ccco5)nc4c32)cc1 (stereo not drawn)	108	111	102	106	97	90	116	105
COc1ccc2c(c1)CC/C(=C\c1cnccc1OC)C2=O	101	100	104	108	106	87	87	95
CCN(CC)CCOC(=O)c1cc(OC)c(OC)cc1OC	116	92	107	101	91	92	98	105
COc1ccc2nc(NCc3ccccc3)c3sc4ccc(F)cc4c(=O)c3c2c1	99	69	72	111	84	64	81	95
COc1ccc(N=c2nc3sc4c(C)ccc(C)c4n3c(N)c2C#N)cc1	99	103	96	123	99	88	96	116
COc1ccc(-c2ccc(NNC(=O)c3ccc(Br)cc3)nn2)cc1OC	115	76	100	·	93	92	91	98

The results go on:
smiles	OVCAR-3	A498	ACHN	RXF 393	OVCAR-5	CAKI-1	OVCAR-4	OVCAR-8
CCCn1c(=N)/c(=C(\N)O)s/c1=C(/C#N)C(=O)OCC	104	92	83	123	111	·	104	112
O=[N+]([O-])c1cccc(CN(Cc2cccc([N+](=O)[O-])c2O)c2ccccc2)c1O	89	65	75	89	76	·	68	83
O=C(O)c1ccccc1Nc1cccc2c1C(=O)c1cccc(Nc3ccccc3C(=O)O)c1C2=O	101	116	72	108	106	92	87	97
Cc1cc(NS(=O)(=O)c2ccccc2)c(OS(=O)(=O)c2ccccc2)cc1C	110	89	104	111	114	109	106	95
Cc1csc(/N=C(N)/N=C(\N)c2cccnc2)n1	67	60	78	90	92	60	99	90
COc1cc(CNCCN2C(=O)c3ccc4c5c(ccc(c35)C2=O)C(=O)N(CCNCc2cc(OC)c(OC)c(OC)c2)C4=O)cc(OC)c1OC	-99*	-93*	-92*	-95*	-79*	-70*	-71*	-47*
COc1cccc(-c2nc3sccn3c2-c2ccnc(NCCCNS(=O)(=O)c3cccc(Cl)c3)c2)c1	58	54	37	72	79	26	33	26
C=C[C@@H]1C[C@@H]2Cc3ccccc3N1O2	121	107	110	119	97	98	112	106
O=C(NCCNc1nccc(-c2c(-c3ccc(F)cc3)nc3sccn23)n1)Nc1cccc(C(F)(F)F)c1	68	56	37	29	82	·	26	32
CN(C)c1ccc(/C=C/c2cnccn2)cc1	109	92	101	96	90	97	101	104
Cc1ccc(-c2cnc3sc4ccc(C)cc4n23)cc1	113	87	93	111	109	93	88	98
S=c1nc2oc(-c3ccccc3)c(-c3ccccc3)c2c(/N=C\c2ccc(Cl)cc2)[nH]1	103	86	96	98	95	93	91	98
COc1cc(C2NCCc3cc4c(cc32)OCO4)cc(OC)c1OC (stereo not drawn)	106	120	104	117	125	104	·	97
Cc1ccccc1N(C=O)c1ccccc1C	114	106	104	111	102	98	114	116
Cc1sc2nc(NCCc3c[nH]c4ccc(F)cc34)[nH]c(=O)c2c1C	105	111	94	106	100	75	94	97
COc1ccc(S(=O)(=O)N2C(=O)N(S(=O)(=O)c3ccc(OC)cc3)[C@H](OC)[C@H]2OC)cc1	107	105	106	124	100	63	96	100
CC(=O)Oc1cccc(C(=O)O)c1OC(C)=O	111	100	107	·	100	104	99	99
C=C(C)[C@@H]1CC[C@]2(C)[C@H](CC=C3[C@@H]4CC(C)(C)CC[C@]4(C(=O)OC)CC[C@]32C)[C@@]1(C)CC/C(N)=N/O	67	78	44	-49*	90	37	36	38
CCCN(CCC)CC(C)(C)C=O	116	97	106	101	104	109	114	113
CCOc1cccc(OCC(=O)O)c1	110	91	98	106	100	·	100	96
O=C1C2C3C=CC(O3)C2C(=O)N1c1ccccc1 (stereo not drawn)	110&112	104&96	107	121	91	107&93	110&120	100&103
C/C1=C\CC[C@@]2(C)O[C@H]2[C@H]2OC(=O)[C@@H](C)[C@@H]2CC1	109	97	111	100	101	98	108	102
CCCCC/C(=C\c1ccccc1)C1OC(C)C(C)O1 (stereo not drawn)	101	105	101	102	94	94	108	96
CCCNc1ncnc2c1cnn2C	107	111	98	·	103	62	105	·
CCCCNC(=O)NS(=O)(=O)c1ccc(N2N=C(c3ccc(C)cc3C)CC2c2ccccc2Cl)cc1 (stereo not drawn)	93	99	83	87	114	88	94	75
COc1ccc(-c2n[nH]nc2-c2ccccc2C#N)cc1	108	76	99	37	98	·	97	69
CCc1c(C)c2ccc(OCC(=O)N=Nc3c(O)[nH]c4ccccc34)c(C)c2oc1=O	-58*	57	82	36	24	·	-22*	-11*
COc1cc(-c2c3c(cn2S(=O)(=O)c2ccccc2)-c2nc(Nc4ccccc4)sc2CC3)cc(OC)c1OC	81	79	88	76	94	77	76	80
NC(=O)CN1C(=O)C2C3CCC(C3)C2C1=O (stereo not drawn)	100	97	98	114	99	102	106	101
COc1ccc(/C=N\N=C(\C)c2nnn(-c3ccc(Cl)cc3)c2C)cc1OC	·	107	99	111	94	98	106	100

An excerpt of the results above, for reference:
smiles	OVCAR-3	A498	ACHN	RXF 393	OVCAR-5	CAKI-1	OVCAR-4	OVCAR-8
COc1ccc(S(=O)(=O)N2C(=O)N(S(=O)(=O)c3ccc(OC)cc3)[C@H](OC)[C@H]2OC)cc1	107	105	106	124	100	63	96	100
CC(=O)Oc1cccc(C(=O)O)c1OC(C)=O	111	100	107	·	100	104	99	99
C=C(C)[C@@H]1CC[C@]2(C)[C@H](CC=C3[C@@H]4CC(C)(C)CC[C@]4(C(=O)OC)CC[C@]32C)[C@@]1(C)CC/C(N)=N/O	67	78	44	-49*	90	37	36	38
CCCN(CCC)CC(C)(C)C=O	116	97	106	101	104	109	114	113

(next part)
smiles	OVCAR-3	A498	ACHN	RXF 393	OVCAR-5	CAKI-1	OVCAR-4	OVCAR-8
COC(=O)C(C#N)(CCC(=O)c1ccccc1)CCC(=O)c1ccccc1	112	109	93	105	86	84	99	99
O=S(=O)(Nc1ccc(I)cc1Cl)c1ccc(-c2cnc(C3CC3)o2)cc1	-10*	·	49	-4.1*	75	39	67	62
Nc1c(Cl)ccc2cccnc12	107	89	105	115	101	106	115	101
O=C1/C(=C/c2ccc(O)cc2)COc2ccc(O)cc21	108	103	97	125	104	103	102	108
Cc1ccc(S(=O)(=O)Nc2ccccc2)cc1[N+](=O)[O-]	124	85	100	108	107	92	·	116
O=Cc1ccc([N+](=O)[O-])o1	105&108	98&94	113&93	115&102	113&97	100&93	105&89	104&96
O=C(c1nn(Cc2ccccc2)c2c1CC(NCc1ccc(F)cc1)CC2)N1CCCCC1 (stereo not drawn)	111	99	108	113	108	86	107	93
CCC(=O)NC(C)c1ccccc1 (stereo not drawn)	104	89	99	104	93	·	99	114
Cc1ccc(-c2cc3nc(C(Cl)Cl)nc(-c4ccccc4F)n3n2)cc1	54	86	55	34	98	57	86	96
O=C1NC(=O)C(=Cc2cn(Cc3cn(Cc4cccc5ccccc45)nn3)c3ccccc23)C(=O)N1	92	27	94	75	51	51	74	83
COc1cc(/C=C2\C(=O)Nc3cc(Cl)ccc32)ccc1OCc1ccc(Cl)cc1	103	95	93	·	103	·	74	97
CC1SC(c2ccc([N+](=O)[O-])cc2)N(NC(=O)C(O)(c2ccccc2)c2ccccc2)C1=O (stereo not drawn)	113	107	97	126	96	87	111	95
Nc1ccccc1-c1cc2c(c3c1[nH]c1ccccc13)CCCCCCCCCC2	101	92	93	111	85	101	94	·
COc1ccc2c(C3=C(c4c[nH]c5ccccc45)C(=O)NC3=O)coc2c1	96	46	81	94	84	69	88	95
Cc1cc2nc(NC(=O)c3ccc(Nc4ccc(Cl)nn4)cc3)sc2cc1C	108	97	97	107	98	·	105	92
Cc1ccc(C(=O)c2ccc(C)cc2)cc1	105&99	111&96	107&100	96&88	103	93	117&87	109&94
CCOC(=O)c1c(NC(=O)c2ccc(OC)cc2)sc2c(CN(C)C)c(O)ccc12	106	69	6.3*	54	91	72	85	84
CC(O)CCc1ccco1 (stereo not drawn)	111	92	100	122	94	98	·	101
CS(=O)(=O)c1ccc(-n2nc(C(=O)NCc3ccccc3)cc2-c2ccccc2)cc1	109	110	100	83	96	82	95	96
N=c1ccc(=Nc2ccc(N)c3c(O)c4ccccc4c(O)c23)c2c(=O)c3ccccc3c(=O)c1=2	128	101	118	104	131	113	110	103
O=c1[nH]c(N2CCc3ccccc3C2)nc2sc3c(c12)CCCC3	101	113	111	111	114	·	106	104
COc1ccc(-c2cc(-c3cccnc3)nc3sc4c(=O)[nH]cnc4c23)cc1OC	108	102	90	102	98	77	109	100
CN(C)c1nc(NCCNS(=O)(=O)c2ccc(C(=O)/C=C/c3ccc(Cl)cc3)cc2)nc(N2CCOCC2)n1	-9.9*	88	22	-59*	55	-61*	60	13
COc1cc(OC)cc(-c2ccc(C(=N)N)nc2)c1	105	93	95	115	98	77	98	99
COc1ccc(/C=C2/Sc3c(F)cccc3C2=O)cc1	92	56	94	86	104	81	96	92
COc1ccc(-n2c(C)c(C(C)=O)c3c(-c4ccc5c(c4)OCO5)nc4ccccc4c32)cc1O	84	82	87	106	103	97	96	86
O=C(O)C(c1ccccc1)S(=O)(=O)O (stereo not drawn)	116	·	104	124	102	94	109	100
O=S(=O)(C/C(=N/O)c1ccc2ccccc2c1)c1ccccc1	123	91	97	90	100	96	95	95
CCCCCCCCCCSC(=NCC)NCC	93	·	114	97	111	91	94	96
O=S(=O)(O)c1cnccn1	103	118	104	114	97	92	113	107
